Compound activity from PubChem.
IL2 activator = activators of IL-2; IL-2 activation reporter assay, cell-based qHTS; stimulated with anti-CD3/CD4/CD28 beads; in transgenic mouse T cells; activation, % (series mostly up to about 46 µM); hit rate 0.065% among 360,000; in the data active = activation above about 50%; inconclusive = mostly about 30% to 49%; also: 0% is about no effect
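Unstimulated transgenic mouse T cells preincubated 60 min with compound, then stimulated with anti-CD3/anti-CD4-coated beads plus anti-CD28 for 18 h at 37 degrees C. IL-2 response read as EGFP and DsRed fluorescence by plate cytometry.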
EPAC1 antag = blocks human EPAC1 exchange factor; O95398; EPAC1 GEF assay, Rap1b-BODIPY-GDP exchange fluorescence; Potency, µM (highest dose often 115 µM), for the others: at the top dose activity change, negative = inhibition, hits mostly inhibitors; hit rate 0.14% among 360,000;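 also: potency is read from the fitted curve at half-maximal effect; plate controls were vehicle for no effect and positive control for full effect; nearly all actives have a fitted effect of over 50% in size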
GLP1R inv ag = inverse agonists of human GLP-1 receptor; P43220; HEK293 GLP-1R CRE-luciferase, luminescence, 24 h; GLP-1R form is constitutively active; Potency, µM (titrated, usually from 38.3 µM), inactives show at the highest dose activity change, negative = inhibition, usual class: inhibitors; hit rate 1.6% among 410,000; also: potency is read from the fitted curve at half-maximal effect; % is scaled to controls: 0 for no effect and ±100 for the full control effect; nearly all actives have a fitted effect of over 55% in size
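HEK293 cells stably co-expressing a cAMP-responsive luciferase reporter and constitutively active GLP-1R were seeded, incubated 12 h, then exposed to compounds for 24 h at 37 C. Luminescence was read 12 min after detection reagent; inverse agonists lower signal.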
PLK1 PBD block = blocks phosphopeptide binding to human PLK1 polo-box domain. Plk1 PBD binding of FITC phosphopeptide, fluorescence polarization. Potency, µM, inactives show max response, negative = inhibition, actives largely listed as inhibitors. hit rate 2.8% among 360,000; also: potency is read from the fitted curve at half-maximal effect; series mostly up to about 57 µM; % is scaled to controls: 0 for no effect and ±100 for the full control effect; nearly all actives have a fitted effect of over 65% in size
Target sequence (P53350 whole entry, looked up, the tested form may be a part): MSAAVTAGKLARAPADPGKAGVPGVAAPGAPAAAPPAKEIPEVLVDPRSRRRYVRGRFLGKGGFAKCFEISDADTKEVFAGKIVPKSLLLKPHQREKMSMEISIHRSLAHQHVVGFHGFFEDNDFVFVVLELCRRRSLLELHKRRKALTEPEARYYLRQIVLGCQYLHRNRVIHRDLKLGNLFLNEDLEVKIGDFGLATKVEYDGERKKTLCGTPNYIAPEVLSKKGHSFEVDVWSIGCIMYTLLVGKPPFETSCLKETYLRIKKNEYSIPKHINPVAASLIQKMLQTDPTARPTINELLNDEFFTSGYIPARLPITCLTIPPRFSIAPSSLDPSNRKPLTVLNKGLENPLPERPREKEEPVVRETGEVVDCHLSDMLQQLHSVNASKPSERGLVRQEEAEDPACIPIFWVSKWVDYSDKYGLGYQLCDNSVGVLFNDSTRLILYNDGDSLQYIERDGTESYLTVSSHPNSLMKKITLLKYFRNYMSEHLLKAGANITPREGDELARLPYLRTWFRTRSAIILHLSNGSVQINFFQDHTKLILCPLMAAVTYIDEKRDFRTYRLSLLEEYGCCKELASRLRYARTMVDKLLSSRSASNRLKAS
PI5P4Ka inh = blocks human PI5P4K alpha kinase activity | PI5P4Kalpha enzyme, ADP-Glo luminescence, 60 min; active compounds read low | max response, % | hit rate 1.2% among 330,000 | AID 652105; active = max response of -50% or lower; inconclusive = between -30% and -50%; inactive = -30% or higher; also: value at the top dose of about 77 µM; % is scaled to controls: 0 for no effect and ±100 for the full control effect
Target sequence (P48426 whole entry, looked up): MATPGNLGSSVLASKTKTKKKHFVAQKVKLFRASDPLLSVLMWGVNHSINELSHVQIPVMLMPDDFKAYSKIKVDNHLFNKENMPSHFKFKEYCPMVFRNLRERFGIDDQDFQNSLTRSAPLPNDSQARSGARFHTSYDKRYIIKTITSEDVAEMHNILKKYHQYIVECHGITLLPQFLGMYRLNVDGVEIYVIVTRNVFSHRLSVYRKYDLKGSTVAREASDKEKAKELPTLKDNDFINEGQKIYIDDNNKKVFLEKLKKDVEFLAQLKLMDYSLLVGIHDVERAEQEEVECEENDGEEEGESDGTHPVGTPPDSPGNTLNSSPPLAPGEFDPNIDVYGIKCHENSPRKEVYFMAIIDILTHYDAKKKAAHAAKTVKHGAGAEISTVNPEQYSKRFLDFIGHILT
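Luminescence from ADP-Glo served as readout of PI5P4Kalpha activity in a qHTS format. Reaction: enzyme, substrate, compound, ATP at 5 microM final, 60 min at RT.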
HEK293 tox = cytotoxic in the GLP-1 receptor inverse agonist counter-screen; HEK293 cAMP-luciferase reporter cells, luminescence, 24 h; Potency, µM (top dose mostly 38.3 µM), inactives show top-dose activity change, negative = inhibition, actives largely listed as inhibitors; hit rate 0.13% among 410,000; AID 624418;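 also: loss of luciferase light is scored as toxicity; potency is read from the fitted curve at half-maximal effect; % is scaled to controls: 0 for no effect and ±100 for the full control effect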
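Seeding density was 200 cells/uL; after overnight-length (12 h) culture, 23 nL compounds went on for 24 h at 37 °C. Readout used a luciferase detection reagent, luminescence taken after 12 min at room temperature.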
PTHR1 agonist = activates the human parathyroid hormone receptor PTHR1. Q03431. hit rate 0.075% among 410,000. Potency, µM (highest dose often 115 µM), for inactives: at the top dose activation, hits mostly activators. HEK293 GP2 PTHR1 cells, GloSensor cAMP luminescence, 1 h. AID 743266; also: potency is read from the fitted curve at half-maximal effect; nearly all actives have a fitted effect of over 55% in size; some results filed as inactive show a strong effect at the top dose; inactives centre near -15; many of its hits are not listed in these tables
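HEK-293-derived GP2 cells expressing PTHR1 and a GloSensor cAMP reporter, 3,000/well, plated overnight, given luciferin plus IBMX (each 0.5 mM as added) for 1 h at 37 °C, then compound for 1 h at 37 °C. Luminescence was read after 15 min at room temperature.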
EPAC1 ag = agonists of human EPAC1; O95398; EPAC1 agonist qHTS, biochemical assay; response scale: 100% = response to 6.5 mM cAMP; Potency, µM (titrated, usually from 154 µM), for the others: at the top dose activation, most hits filed as activators; hit rate 0.073% among 360,000; AID 720707; also: potency is read from the fitted curve at half-maximal effect; nearly all actives have a fitted effect of over 60% in size
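Multi-concentration qHTS readout: loss of Rap1B-bound BODIPY-GDP fluorescence driven by 100 nM EPAC1 with excess GDP (50 uM), monitored kinetically at room temperature; agonist response expressed relative to 6.5 mM cAMP.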
GLP1R ag = agonists of human GLP-1 receptor. P43220. HEK293 GLP-1R CRE-luciferase, luminescence, 4-6 h; cells express a hypersensitive GLP-1R form. Potency, µM (titrated, usually from 45.6 µM), inactives show at the highest dose activation, usual class: activators. hit rate 0.007% among 380,000; also: potency is read from the fitted curve at half-maximal effect; % of control where 0% means no effect
Numbers without * were called inactive; i = inactive; ? = inconclusive; . = no result given; [ ] = dose if it differs, or a comment. Unless noted, calls follow the shape of the dose curve; as a rule, active = well fitted curve in the direction sought with a large enough effect; inconclusive = small, poorly fitted or top-dose-only effect, or another doubt; inactive = no such curve, though single readings can be large; an effect the other way counts as inactive or inconclusive. This is a subset; rates above refer to the full screens.

SMILES | IL2 activator | EPAC1 antag | GLP1R inv ag | PLK1 PBD block | PI5P4Ka inh | HEK293 tox | PTHR1 agonist | EPAC1 ag | GLP1R ag
COCCNC(=S)N/N=C(\C)c1ccc(C)c([N+](=O)[O-])c1 | -0.2 | -8% | ? | 0% | -1 | -25% | i | 4% | -1%
COc1cc(-c2nc(CN3CCN(C(=O)c4ccco4)CC3)c(C)o2)ccc1F | -0.2 | 1% | 25% | -16% | -2 | 5% | -32%[inhibitor] | 10% | 23%
O=C(N[C@H]1CCC(=O)N([C@H](CSc2ccc(Br)cc2)Cc2ccccc2)CC1)OCc1ccccc1 | -4.1 | -6% | 4µM* | -20% | 25 | -27% | -22% | 1% | 10%
CCCCCCCCN1[C@@H](CC(=O)OC)c2cc(C(F)(F)F)ccc2S1(=O)=O | -3.0 | -26% | -7% | -17% | 1 | 0% | -59%[inhibitor] | -35%[inhibitor] | 18%
COc1cccc(CNS(=O)(=O)c2cc(-c3cc(C)no3)ccc2C(C)C)c1 | -3.8 | -1% | ? | -6% | 9 | -19% | -16% | -2% | 5%
Cc1ccc(-n2cnnn2)c(S(=O)(=O)N2CCOCC2)c1 | -2.3 | -8% | -3% | -7% | . | 4% | -14%[57.5 µM] | 1% | -8%
CCCN1C2CCCC1CC(NC(=O)c1cccc(OC)c1)C2 (configuration not stated) | -1.2 | -14% | 10% | -15% | 2 | 8% | i | 11% | -2%
CC(=O)Nc1ccc(NC(=O)c2cc[n+]([O-])cc2)cc1 | 0.7 | 7% | 6% | -13% | -2 | -3% | -9% | 7% | 2%
O=C(Nc1cccc(OC(F)(F)F)c1)C1Cc2c(-c3ccc(Cl)cc3)ccnc2O1 (configuration not stated) | -0.6 | -28% | ? | -10% | 13 | 2% | i | -11% | 1%
CC(C)(C)NC(=O)c1cccc(NC(=O)Cc2ccc(Br)cc2)c1 | -3.2 | -10% | -12% | -3% | -1 | 11% | -8% | 0% | -2%
Cc1ccc(C)c(OCC(=O)NNC(=O)C2CCC2)c1 | -1.1 | -6% | -21% | 2% | 2 | -9% | i | -2% | -4%
COc1ccc(CC(O)CC2c3c(cc4c(c3OC)OCO4)CCN2C)cc1 (configuration not stated) | 1.1 | 5% | ? | -6% | 9 | 1% | -18% | -5% | -6%
COc1ccc(CNC(=O)c2nc(Cn3nc(C)c(Br)c3C)no2)cc1OC | . | . | -8% | . | . | 1% | -23% | . | 12%
CC1CC(C)CN(c2ncc3c(n2)CC(c2ccccc2)CC3=O)C1 (configuration not stated) | -0.3 | 2% | ? | 1% | 15 | -2% | i | -10% | 0%
Cc1ccc(/C=N/Nc2ccc(F)cc2)s1 | 0.9 | -10% | ? | -13% | 7 | 9% | i | 15% | 17%
CC(=O)Oc1cccc(C(=O)Nc2cccc(C(=O)Nc3ccccc3C(=O)O)c2)c1 | 0.0 | -20% | 38%[activator] | -11% | -20 | 5% | -22% | 1% | 2%
COc1cccc(-c2cccc(NC(=O)C3CCN(Cc4nccs4)CC3)c2)c1 | -0.3 | -23% | -22% | -3% | 6 | -4% | -11% | 6% | -3%
CC[C@@H](C)[C@H](NC(=O)Cc1c(C)c2cc3c(C)coc3c(C)c2oc1=O)C(=O)O | -0.4 | -7% | 5% | -10% | 0 | -4% | -8% | 5% | -2%
Cn1c(=S)c2[nH]c(SCC3CCCO3)nc2n(C)c1=O (configuration not stated) | -0.8 | -17% | ? | -19% | -16 | ? | 2% | 1% | -1%
C/C(=N/N1CCN(c2ccccn2)CC1)c1cccc([N+](=O)[O-])c1 | 2.8 | -23% | 7% | ? | -2 | 13% | -22% | -3% | 6%
CCOC(=O)CC1(c2ccc(OC)c(OC)c2)C(=O)c2ccccc2C1=O | -0.4 | -23% | 19% | -1% | 2 | ? | -13% | 7% | 20%
O=C(OCC(=O)N1CCCC1)c1cc2c(cc1[N+](=O)[O-])OCCO2 | 0.2 | 8% | 7% | -6% | -1 | 1% | i | -9% | -2%
O=C(OCc1ccc(Br)cc1)c1cccc(S(=O)(=O)N2CCCC2)c1 | -0.6 | -8% | ? | -6% | 1 | 2% | -21% | -44%[inhibitor] | 10%
COc1cc(/C=C2\SC(N3CCC(C)CC3)=NC2=O)ccc1O | -6.2 | 4% | 72%[activator] | 39%[activator] | -11 | -13% | -45%[inhibitor] | 3% | 24%
O=C(O)c1ccc(N2C(=O)CC(SC(=Nc3ccccc3)Nc3ccccc3)C2=O)cc1 (configuration not stated) | 0.5 | 4% | 1% | 0% | -3 | -3%[1.53 µM] | i | 8% | -3%
Cc1cccc(NC(=O)CSCC(=O)NNC(=O)c2ccoc2C)c1 | 0.3 | -24% | -10% | -13% | 5 | 10% | 9% | 6% | 2%
O=C(NC1CCCCC1)N1CCN(CCc2ccccc2)CC1 | -1.0 | -3% | -1% | -5% | . | 2% | i | 3% | 17%
COc1cc(NC(=O)CSc2ncnc3c2cnn3Cc2ccccc2)cc(OC)c1 | -1.4 | -5% | -8% | -7% | -16 | 5% | ? | 7% | 5%
CSc1nnc(C)c(/C=C/Nc2ccc(C)cc2)n1 | -0.3 | -12% | 9% | 8% | -1 | 10% | -14% | 21% | ?
COc1ccc(S(=O)(=O)Nc2ccc3c(c2)CCC3)cc1 | -1.6 | -26% | ? | 3.8µM* | -67* | -2% | -17% | 3% | 10%

As entered above:
COc1cccc(-c2cccc(NC(=O)C3CCN(Cc4nccs4)CC3)c2)c1 in IL2 activator shows -0.3
COc1ccc(S(=O)(=O)Nc2ccc3c(c2)CCC3)cc1 in IL2 activator shows -1.6

More records
SMILES | IL2 activator | EPAC1 antag | GLP1R inv ag | PLK1 PBD block | PI5P4Ka inh | HEK293 tox | PTHR1 agonist | EPAC1 ag | GLP1R ag
CN(C)Cc1cc(OCc2ccccc2)cc(CN(C)C)c1O | -2.5 | 10% | -9% | -5% | 2 | -4% | i | 9% | -2%
Cc1cc(C)cc(NC(=O)COC(=O)Cc2ccccc2F)c1 | 1.3 | -10% | -24% | -7% | 6 | -6% | i | 4% | -1%
Cc1[nH]n(-c2ccccc2)c(=O)c1C=NCc1ccncc1 | 3.6 | -12% | 16% | 0% | 0 | -21% | -13% | -2% | -1%
CCn1cc(CNC(=O)NC2CCCCC2)c(C)n1 | 0.3 | -10% | 9% | -13% | -5 | 2% | i | 10% | -7%
NC(=O)c1ccccc1N/C=C/C(=O)c1ccc(Cl)cc1Cl | -0.8 | -9% | ? | -7% | 55 | 14% | i | 6% | -1%
COc1cccc(C(C)NC(=O)Nc2cc(Cl)ccc2OC)c1 (configuration not stated) | 2.5 | 8% | 3% | -5% | 1 | 8% | -19% | -1% | 11%
O=C(CCCCC(=O)Nc1ccccc1Cl)Nc1ccccc1Cl | -0.1 | 9% | 2% | -22% | 2 | 3% | -20% | -5% | -2%
Cc1ccccc1-n1nnnc1SCC(C)C | 0.8 | -5% | ? | -11% | 10 | 18% | -14% | -5% | 9%
Cc1ccc(C2c3[nH]c4ccccc4c3C[C@H]3C(=O)N(c4ccccc4C(=O)NCCCN4CCOCC4)C(=O)N23)cc1 (some centres not stated) | -0.5 | 6% | ? | -1% | 11 | 28% | -24% | -19% | 8%
O=c1cc(-c2ccc(O)cc2)oc2c(O)c(O)c(O)c(O)c12 | 0.0 | 6.3µM* | 11% | -25% | -15 | -14% | -8% | -6% | 0%
Cc1ccc(C(=O)c2c3ccccc3[n+]([O-])n2CCC(=O)O)cc1 | -0.7 | -9% | 24% | -24% | -2 | -3% | 0% | -4% | 5%
O=C(N=C1SC2CS(=O)(=O)CC2N1c1ccccc1Cl)C1CCCO1 (configuration not stated) | -1.7 | 8% | 6% | -5% | -4 | -9% | 9% | -3% | -4%
Cc1nc2ccccn2c1CN(C)C(=O)C1CCC(=O)N(Cc2cccc(F)c2)C1 (configuration not stated) | -4.3 | -1% | 1% | -1% | -1 | 0% | -15% | 8% | 4%
O=S(=O)(Nc1cccc(-c2cn3c(n2)SCC3)c1)c1ccccc1F | 0.4 | -8% | 25% | ? | 6 | 5% | -48%[inhibitor] | 12% | 9%
CN1CCC(N(C)C(=O)c2cccc(S(=O)(=O)N3CCc4ccccc43)c2)CC1 | 0.7 | -25% | ? | -2% | 2 | -5% | i | -10% | 15%
COc1ccc(N2CCN(C(=O)CCN3C(=O)c4ccccc4S3(=O)=O)CC2)cc1 | 0.9 | -8% | 13% | -3% | -1 | -13% | -6% | -10% | 5%
CSc1nc(N)nc(N(C)C)n1 | -0.1 | -10% | 13% | -6% | 2 | 16% | -15% | 4% | 7%

In the list so far, these contain an NH in an aromatic ring.
SMILES | IL2 activator | EPAC1 antag | GLP1R inv ag | PLK1 PBD block | PI5P4Ka inh | HEK293 tox | PTHR1 agonist | EPAC1 ag | GLP1R ag
Cn1c(=S)c2[nH]c(SCC3CCCO3)nc2n(C)c1=O (configuration not stated) | -0.8 | -17% | ? | -19% | -16 | ? | 2% | 1% | -1%
Cc1[nH]n(-c2ccccc2)c(=O)c1C=NCc1ccncc1 | 3.6 | -12% | 16% | 0% | 0 | -21% | -13% | -2% | -1%
Cc1ccc(C2c3[nH]c4ccccc4c3C[C@H]3C(=O)N(c4ccccc4C(=O)NCCCN4CCOCC4)C(=O)N23)cc1 (some centres not stated) | -0.5 | 6% | ? | -1% | 11 | 28% | -24% | -19% | 8%

Of the compounds above, these have a nitro group on carbon:
SMILES | IL2 activator | EPAC1 antag | GLP1R inv ag | PLK1 PBD block | PI5P4Ka inh | HEK293 tox | PTHR1 agonist | EPAC1 ag | GLP1R ag
COCCNC(=S)N/N=C(\C)c1ccc(C)c([N+](=O)[O-])c1 | -0.2 | -8% | ? | 0% | -1 | -25% | i | 4% | -1%
C/C(=N/N1CCN(c2ccccn2)CC1)c1cccc([N+](=O)[O-])c1 | 2.8 | -23% | 7% | ? | -2 | 13% | -22% | -3% | 6%
O=C(OCC(=O)N1CCCC1)c1cc2c(cc1[N+](=O)[O-])OCCO2 | 0.2 | 8% | 7% | -6% | -1 | 1% | i | -9% | -2%
